# Bioassay records deposited in PubChem BioAssay by several laboratories.
# SKN-1 block: inhibitors of C. elegans SKN-1; inhibition, % at 21.8 µM; C. elegans VP596 Pgst-4::GFP/RFP ratio, acrylamide-induced, 24 h; hit rate 0.49% among 360,000; AID 624304;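 active = interference check ratio from 0.5 to 1.5 plus GFP to RFP signal ratio inhibition reaching or exceeding a fixed threshold, cut at about 30% in these data, passing the limit was not always enough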; note: some compounds called inactive have numbers as strong as hits
# Neddyl block: inhibitors of human cullin neddylation; P61081+Q13564; TR-FRET cullin neddylation, biochemical; calls only at 25 µM; hit rate 0.58% among 360,000; AID 651699; in the data active = inhibition above about 36%
# Target sequence (P61081 whole entry, looked up): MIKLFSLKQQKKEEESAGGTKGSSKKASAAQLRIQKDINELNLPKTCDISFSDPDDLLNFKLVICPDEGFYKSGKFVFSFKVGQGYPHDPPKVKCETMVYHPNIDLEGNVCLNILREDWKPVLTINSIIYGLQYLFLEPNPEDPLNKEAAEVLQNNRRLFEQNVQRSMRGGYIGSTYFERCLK
# Target sequence (Q13564 whole entry, looked up): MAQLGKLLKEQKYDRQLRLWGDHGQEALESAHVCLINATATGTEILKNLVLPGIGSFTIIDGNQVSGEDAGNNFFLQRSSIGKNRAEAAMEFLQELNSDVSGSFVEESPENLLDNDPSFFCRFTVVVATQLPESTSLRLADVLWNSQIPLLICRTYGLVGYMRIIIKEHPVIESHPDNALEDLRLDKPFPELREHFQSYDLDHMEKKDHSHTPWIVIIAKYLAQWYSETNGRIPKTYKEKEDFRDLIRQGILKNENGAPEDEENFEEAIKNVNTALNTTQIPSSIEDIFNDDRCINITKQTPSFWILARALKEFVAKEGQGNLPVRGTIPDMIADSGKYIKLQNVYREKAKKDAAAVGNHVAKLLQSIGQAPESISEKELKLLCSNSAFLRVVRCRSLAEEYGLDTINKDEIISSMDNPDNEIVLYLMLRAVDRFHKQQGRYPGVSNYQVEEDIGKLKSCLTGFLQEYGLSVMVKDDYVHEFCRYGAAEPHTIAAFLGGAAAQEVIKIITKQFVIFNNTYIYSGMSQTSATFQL
# MLLE-PAM2 inh: blocks PAM2 peptide binding to the PABP1 MLLE domain | P11940 | GST-MLLE / FITC-PAM2 fluorescence polarization | inhibition, % at 20 µM | hit rate 0.36% among 360,000 | AID 588489; in the data active = inhibition above about 35%, passing the limit was not always enough;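 note: plate controls were DMSO wells with GST-MLLE for no effect and wells lacking GST-MLLE protein for full effect; some results filed as inactive read as strong as hits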
# CSN deneddyl inh: CSN deneddylation inhibition. Q92905. Purified CSN, SCF-Nedd8-OG deneddylation, fluorescence polarization. inhibition, % at 12.5 µM. hit rate 0.38% among 360,000;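 active = pattern-corrected inhibition above about 35%, with an unprinted fluorescence ratio check between 0.5 and 1.5, limit read from the data, passing the limit was not always enough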;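 note: 0% = enzyme with substrate and 100% = substrate without enzyme; some results filed as inactive read as strong as hits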
#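 test system = HEK293T-derived human Csn5 enzyme | amount = 0.24 nM Csn5 enzyme, final concentration | medium = Tris/NaCl/DTT buffer, pH 7.5 | schedule = 90 min reaction at room temperature | signal = FP | evaluation = inhibition of Csn5 cleavage, % | compound dosing = single dose of 12.5 µM compound with 0.25% DMSO | probe or stimulus = 10 nM SCFSkp2-Nedd8OG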
# MT1-MMP act inh: MT1-MMP (human) activation inhibition; hit rate 0.061% among 360,000; GFP/RFP ratio change, % at 20 µM; HT1080 RFP-PRO-GFP cells, GFP/RFP ratio fluorescence, overnight; percent of plate control window, DMSO zero; P50281; AID 651647;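 active = GFP/RFP ratio change of at least 30% with cell ATP level not reduced by more than half and red fluorescence within 50% of control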; note: strong numbers were not always called active
#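 Assay system: RFP-PRO-GFP reporter HT1080 cells; read-out basis: GFP/RFP fluorescence ratio; benchmarks: DMSO wells and RFP-L50D-GFP cells; doses: 20 µM single dose, 1% DMSO; schedule: overnight cell settling, then overnight compound exposure, 37 °C, 5% CO2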
# Rin1-Abl PPI inh: human Rin1-Abl interaction inhibition; P00519+Q13671; TR-FRET Rin1/Abl binding, biochemical; inhibition, % at 7.35 µM; hit rate 0.4% among 360,000; in the data active = inhibition above about 5%, passing the limit was not always enough
# Rpn11 block: inhibitors of human proteasome Rpn11; calls only at 20 µM; hit rate 0.59% among 360,000; human 26S proteasome, Ub4-pepOG fluorescence polarization; 20S core pre-blocked with epoxomicin;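 active = inhibition at 20 µM, scaled to each plate's controls, above about 33%, limit read from the data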
# Target sequence (O00487 whole entry, looked up): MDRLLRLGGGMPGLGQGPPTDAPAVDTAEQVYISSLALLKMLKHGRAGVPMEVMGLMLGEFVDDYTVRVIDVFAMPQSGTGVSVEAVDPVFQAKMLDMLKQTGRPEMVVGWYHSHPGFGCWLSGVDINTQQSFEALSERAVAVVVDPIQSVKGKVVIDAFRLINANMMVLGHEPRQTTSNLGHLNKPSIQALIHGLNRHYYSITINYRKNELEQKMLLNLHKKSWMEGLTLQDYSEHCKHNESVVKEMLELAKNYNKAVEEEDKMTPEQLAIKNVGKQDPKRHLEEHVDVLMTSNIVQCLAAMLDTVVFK
# FAS-TE inh: blocks the thioesterase domain of human fatty acid synthase. recombinant FAS-TE, OMFH fluorogenic substrate, fluorescence endpoint. inhibition, % at 15 µM. hit rate 0.67% among 360,000. AID 602261;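 active = compounds whose normalised, plate-corrected inhibition of enzyme fluorescence in the single-dose primary screen is 50% or more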;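 note: 0% = DMSO with enzyme and 100% = substrate without enzyme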
# NadD inh: NadD (S. aureus) enzyme inhibition. inhibition, % at 20 µM. purified NadD enzyme, colorimetric absorbance read-out. hit rate 0.78% among 360,000; in the data active = inhibition above about 26%; note: some compounds past the cut are filed as inactive
# Starred values were filed as active, the others as inactive; i = inactive; x = not tested or not shown; + = active, no number; & = joins results of further samples.
SMILES,SKN-1 block,Neddyl block,MLLE-PAM2 inh,CSN deneddyl inh,MT1-MMP act inh,Rin1-Abl PPI inh,Rpn11 block,FAS-TE inh,NadD inh
COc1cc(/C=N/NC(=O)c2ccc(Cn3cc([N+](=O)[O-])cn3)o2)cc(Br)c1O,6,i,2,-20,-1,-1,i,6,9
Cc1ccc(S(=O)(=O)Nc2nc3ccccc3nc2NCC2CCCO2)c(C)c1 (stereo not drawn),10,+,1,0,0,-4,i,-1,2
O=C(Nc1ccc2[nH]c3c(c2c1)CCCC3)c1ccco1,-2,i,6,-6,2,2,i,-1,-15
CCOC(=O)C1=CNS(=O)(=O)NC1c1ccc(C(=O)OC)cc1 (stereo not drawn),7,i,-3,-1,4,-1,i,-11,-4
Cc1cccc(C)c1N1CCN(C(=O)N2CCOCC2)CC1,-10,i,2,5,3,2,i,-2,4
CCCCCn1c(=O)[nH]c2cc(C(=O)NCCCN(C)Cc3ccccc3)ccc2c1=O,0,i,11,1,-1,0,i,-5,-18
CN(CC(=O)Nc1cccc(S(=O)(=O)N2CCCC2)c1)CC(=O)Nc1ccc(Cl)c(C(F)(F)F)c1,-1,i,-14,1,10,1,i,36,-1
Cc1ccc2c(c1)C(CCN)C(=O)N2Cc1ccccc1 (stereo not drawn),-11,i,11,-2,-7,3,i,-14,-6
O=C(CN1CCN(S(=O)(=O)c2ccccc2C(F)(F)F)CC1)NCc1cccs1,13,i,2,3,1,-1,i,-2,0
CCN(CC)CCn1c(=N)n(CC(O)c2ccco2)c2ccccc21 (stereo not drawn),-1,i,-8,6,-3,-1,i,-4,-2
c1ccc2c(-c3cccc4nccn34)cncc2c1,2,i,-6,-2,-9,-3,i,-10,1
O=C(CCN1C(=O)c2ccccc2C1=O)N1CCN(C2c3ccccc3-c3ccccc32)CC1,7,i,-16,1,-3,0,i,21,-2
CCO[C@@H]1OC(C(N)=O)=C[C@H](C(C)(C)C)[C@H]1CCCO,-8,i,-5,0,-3,3,i,-14,-7
O=C(Cc1cccc(NC(=O)C2CCCN(C(=O)C3CCCC3)C2)c1)Nc1cccc(C(=O)N2CCOCC2)c1 (stereo not drawn),-9,i,-5,2,3,-1,i,-7,3
Cc1ccc(CN2CC(=O)N3[C@H]4c5cc(C)ccc5OC[C@@H]4[C@H](c4ccccc4)[C@]3(C)C2=O)cc1,10,i,7,3,-3,5,i,52*,7

# 5 entries out of the list above, arranged by the number in SKN-1 block, falling:
Molecule | SKN-1 block | Neddyl block | MLLE-PAM2 inh | CSN deneddyl inh | MT1-MMP act inh | Rin1-Abl PPI inh | Rpn11 block | NadD inh
O=C(CN1CCN(S(=O)(=O)c2ccccc2C(F)(F)F)CC1)NCc1cccs1 | 13 | i | 2 | 3 | 1 | -1 | i | 0
Cc1ccc(S(=O)(=O)Nc2nc3ccccc3nc2NCC2CCCO2)c(C)c1 (stereo not drawn) | 10 | + | 1 | 0 | 0 | -4 | i | 2
c1ccc2c(-c3cccc4nccn34)cncc2c1 | 2 | i | -6 | -2 | -9 | -3 | i | 1
CN(CC(=O)Nc1cccc(S(=O)(=O)N2CCCC2)c1)CC(=O)Nc1ccc(Cl)c(C(F)(F)F)c1 | -1 | i | -14 | 1 | 10 | 1 | i | -1
Cc1ccc2c(c1)C(CCN)C(=O)N2Cc1ccccc1 (stereo not drawn) | -11 | i | 11 | -2 | -7 | 3 | i | -6

# Further structures follow:
SMILES,SKN-1 block,Neddyl block,MLLE-PAM2 inh,CSN deneddyl inh,MT1-MMP act inh,Rin1-Abl PPI inh,Rpn11 block,FAS-TE inh,NadD inh
CC(=O)N1CCN(c2ccc(NC(=O)c3ccc(N4CCCC4)c([N+](=O)[O-])c3)cc2Cl)CC1,2,i,14,-8,5,1,i,6,-1
C/C(N)=C(/C#N)C(=O)CSc1nc(C2CCCCC2)n(-c2ccccc2)n1,-3&1,i,-14&-11,4&4,2&0,2&1,i,3&7,-5&-4
Cc1cccc(NC(=O)COC(=O)c2c(-c3ccccc3)noc2C)c1,17,i,-2,-4,2,0,i,12,4
Cc1nn(C)c(Oc2cccc(Cl)c2)c1C(=O)Nc1ccc(F)cc1F,-11,i,11,-5,-3,-2,i,6,-6
COc1ccc(C2=NN(C(=O)COC(=O)c3ccc(S(C)(=O)=O)c([N+](=O)[O-])c3)C(c3ccco3)C2)cc1 (stereo not drawn),8,i,-39,22,3,1,i,44,21
Fc1ccc(N2CCN(/C=C/c3nnnn3-c3ccccc3)CC2)cc1,-8,i,13,-11,-3,0,i,6,-4
CCC(=O)N1CCc2cc(S(=O)(=O)NCCc3ccc(S(N)(=O)=O)cc3)ccc21,2,i,-3,-6,3,1,i,-4,1
Cc1nnc(SCCn2c(N3CC(C)CC(C)C3)nc3c2c(=O)[nH]c(=O)n3C)s1 (stereo not drawn),-3,i,-1,1,3,-1,i,-6,-3
Cc1nc2sccn2c(=O)c1S(=O)(=O)NCC(C)c1ccccc1 (stereo not drawn),4,i,6,0,5,1,i,-1,-3
CCOc1cccc(-c2c(C(=O)N/N=C/c3ccc(Br)cc3)nnn2-c2nonc2N)c1,6,i,-1,0,1,0,i,21,21
CN(C)CCNC(=O)Nc1ccc(Cl)c(Cl)c1,-8,i,-1,1,-5,-2,i,-6,-6
CCC(C)(C)NC(=O)C(c1ccccn1)N(C(=O)c1csnn1)C1CCCCC1 (stereo not drawn),-1,i,-1,-1,-3,3,i,-4,-1
C#CCOCCOCCOCCNc1nc(N2CCOCC2)nc(N2CCN(C(=O)[C@H](CCCCN)n3cc(CCC(=O)O)nn3)CC2)n1,-4,i,3,-3,5,0,i,-9,2
NC(=O)c1ccc(OCC(F)(F)C(F)(F)C(F)(F)C(F)(F)C(F)(F)C(F)F)cc1,0,i,8,3,0,3,i,7,9
Fc1cccc(NC(=S)Nc2ccc(Br)cc2)c1,0,i,23,0,-1,-4,i,11,-4
C[C@@H]1CN([C@@H](C)CO)C(=O)c2cc(Br)cnc2O[C@H]1CN(C)C(=O)Nc1ccc2c(c1)OCO2,-4,i,-9,5,1,1,i,-4,-7
Cc1cccc(N2C(=O)N3[C@H](c4ccc(F)cc4)[C@@H]4C(=O)N(C5CCCCC5)C(=O)[C@@H]4[C@]3(Cc3ccccc3)C2=O)c1,0,i,5,-1,4,-1,i,90*,2
O=C(NCCN1CCOCC1)c1ccc2c(c1)N(Cc1ccccc1)CCS2,-10,x,16,-3,0,2,i,0,-7
CC(=O)CC(C)(C)S(=O)(=O)c1ccc(NC(C)=O)cc1,26,i,13,1,0,1,i,-3,6
CC1(C)CC(=O)C2=C(C1)Nc1ccccc1NC2c1ccc([N+](=O)[O-])cc1 (stereo not drawn),7,i,6,6,-2,1,i,21,-1
COc1ccc(NC(=O)CSc2nc3cccnc3n2C)cc1,6,i,-13,-4,-9,2,i,-4,3
CCN(CC)C(=O)[C@H]1C[C@H](CC(=O)NCCC2=CCCCC2)C(=O)N2CCc3c([nH]c4ccc(Cl)cc34)[C@]12C,-8,i,8,-6,-26,-5,i,34,-2
CN1CCN(c2ccc(S(=O)(=O)N3CCOCC3)cc2NC(=O)C2CCCCC2)CC1,-7,i,-14,-5,-1,-2,i,-8,2
Cc1sc2ncnc(NCC(O)c3ccccc3)c2c1C (stereo not drawn),-5,i,-1,-4,-9,0,i,-1,0
CC1C(=O)C(C)C(c2ccc(Br)cc2)NC1c1ccc(Br)cc1 (stereo not drawn),20,i,-2,3,-4,1,i,20,-1
COc1ccc(-c2nn(-c3ccccc3)cc2/C=C(\CC(=O)O)c2nc3ccccc3s2)cc1OC,-2,x,-1,7,4,3,i,26,17
Cc1cc(NC(=O)c2ccc(S(=O)(=O)N3CCc4ccccc43)cc2)no1,-1,i,6,4,0,2,i,2,20
COc1ccc(-c2nn(CCC(=O)O)cc2CCC(=O)O)cc1,7,i,-20,0,1,4,i,0,-1
COc1ccc(CCNC(=O)CSC(=O)c2ccccc2)cc1OC,-7,i,18,3,-4,0,i,-14,-1
Cc1cc(/C=C2\SC(=S)NC2=O)c(C)n1-c1ccc(O)cc1,4,i,-108,60*,-58,-1,x,14,29

# Profiles, looked up by structure. Values in the order: SKN-1 block | Neddyl block | MLLE-PAM2 inh | CSN deneddyl inh | MT1-MMP act inh | Rin1-Abl PPI inh | Rpn11 block | FAS-TE inh | NadD inh
# `COc1ccc(CCNC(=O)CSC(=O)c2ccccc2)cc1OC` is listed as -7 | i | 18 | 3 | -4 | 0 | i | -14 | -1
# `CC(=O)CC(C)(C)S(=O)(=O)c1ccc(NC(C)=O)cc1` is listed as 26 | i | 13 | 1 | 0 | 1 | i | -3 | 6
# `CC1C(=O)C(C)C(c2ccc(Br)cc2)NC1c1ccc(Br)cc1` (stereo not drawn) is listed as 20 | i | -2 | 3 | -4 | 1 | i | 20 | -1

# Exported with bars between the fields: part of the list above.
Molecule | SKN-1 block | Neddyl block | MLLE-PAM2 inh | CSN deneddyl inh | MT1-MMP act inh | Rin1-Abl PPI inh | Rpn11 block | FAS-TE inh | NadD inh
Cc1nc2sccn2c(=O)c1S(=O)(=O)NCC(C)c1ccccc1 (stereo not drawn) | 4 | i | 6 | 0 | 5 | 1 | i | -1 | -3
CCOc1cccc(-c2c(C(=O)N/N=C/c3ccc(Br)cc3)nnn2-c2nonc2N)c1 | 6 | i | -1 | 0 | 1 | 0 | i | 21 | 21

# Further structures.
SMILES,SKN-1 block,Neddyl block,MLLE-PAM2 inh,CSN deneddyl inh,MT1-MMP act inh,Rin1-Abl PPI inh,Rpn11 block,FAS-TE inh,NadD inh
CCN(CC)CCNC(=O)C1(O)c2cc(Br)ccc2NC(=O)N1c1cccc(OC)c1 (stereo not drawn),0,i,-5,1,-2,3,i,-6,-6
COc1ccc(CCN(C(=O)C(F)(F)F)C(C(=O)NC2CCCC2)c2cccs2)cc1OC (stereo not drawn),12,i,4,1,0,3,i,12,-1
COc1ccc(C(C)(O)c2nc(-c3ccc(OC)nc3)cs2)cc1 (stereo not drawn),1,i,6,-1,0,0,i,0,-1
Cc1cc(NS(=O)(=O)c2ccc(NC(=O)C(C)Oc3ccccc3Cl)cc2)no1 (stereo not drawn),-14,i,15,0,0,1,i,-3,-4
O=C(O)CCC(=O)Nc1ccccc1C(=O)NCc1ccccc1,6,i,1,-9,1,0,i,-1,5
COc1cccc(NC(=O)COc2ccc(S(=O)(=O)NC(C)C)cc2)c1,-2,i,7,-3,3,1,i,-4,1
Cc1noc(C)c1NC(=O)Nc1ccc2c(c1)CC(=O)N([C@H](C)CO)C[C@@H](C)[C@H](CN(C)CC1CCCCC1)O2,9,i,0,-2,5,3,i,-8,-6
CCC1=NN2C(=N)/C(=C\c3cccn3-c3ccc(Br)cc3)C(=O)N=C2S1,9,i,-3,19,-2,4,i,7,24
COc1ccc(/C=C2/CCc3ccccc3C2=O)cc1CN1CCOCC1,13,i,-8,0,0,-1,i,-6,-2
CC1(C)SC(=S)N(/N=C/c2cccnc2)C1N(O)C(=O)NC1CCCCC1 (stereo not drawn),-2,i,-8,-1,-1,-3,i,-2,-8
